M1 PAM: positive allosteric modulators of human M1 muscarinic receptor. CHO-K1 hM1, Fluo-8 calcium fluorescence, ACh EC20; 0% = ACh EC20, 100% = maximal ACh. activation, % at 3 µM. actives 0.088% (n = 360,000). AID 588819; in the data active means activation above about 19%, passing the limit was not always enough
Target sequence (P11229 whole entry, looked up): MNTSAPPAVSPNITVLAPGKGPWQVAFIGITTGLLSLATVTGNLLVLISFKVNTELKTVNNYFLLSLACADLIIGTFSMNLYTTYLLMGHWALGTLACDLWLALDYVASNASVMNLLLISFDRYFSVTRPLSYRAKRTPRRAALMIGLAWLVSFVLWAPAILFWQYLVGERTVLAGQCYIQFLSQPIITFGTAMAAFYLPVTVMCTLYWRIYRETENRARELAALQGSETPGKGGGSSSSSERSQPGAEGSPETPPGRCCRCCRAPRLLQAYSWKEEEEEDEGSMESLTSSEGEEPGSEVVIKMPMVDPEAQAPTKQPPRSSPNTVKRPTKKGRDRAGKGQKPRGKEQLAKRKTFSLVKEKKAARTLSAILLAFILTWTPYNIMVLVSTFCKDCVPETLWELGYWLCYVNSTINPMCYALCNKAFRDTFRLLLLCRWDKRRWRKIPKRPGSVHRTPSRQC
TAAR1 agonist: human TAAR1 agonism. Q96RJ0. activation, % at 3 µM. CHO RD-HGA16 TAAR1, Fluo-8 calcium fluorescence; vehicle wells 0%, saturating PEA agonist 100%. AID 624467. actives 0.99% (n = 360,000);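 active means activation above the mean activation of all test compounds in the run plus 3 SD, cut at about 38% in these data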
Target sequence (Q96RJ0 whole entry, looked up): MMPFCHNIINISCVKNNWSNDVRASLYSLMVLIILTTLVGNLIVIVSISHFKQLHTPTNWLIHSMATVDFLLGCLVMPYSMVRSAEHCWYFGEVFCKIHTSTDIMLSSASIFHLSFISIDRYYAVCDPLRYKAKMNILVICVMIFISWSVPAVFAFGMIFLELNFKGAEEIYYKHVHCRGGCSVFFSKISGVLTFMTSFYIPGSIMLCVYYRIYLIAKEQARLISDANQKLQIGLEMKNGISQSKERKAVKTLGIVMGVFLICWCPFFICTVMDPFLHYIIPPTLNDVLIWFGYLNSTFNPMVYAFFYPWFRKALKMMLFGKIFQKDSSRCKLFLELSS
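Test system: RD-HGA16 (CHO) cells co-expressing Gα16 and hTAAR1 | Doses: Single dose, 3 µM | Schedule: 17-24 h seeding, 75 min 37 °C dye, 30 min RT | Evaluation: % activation from peak over basal fluorescence ratio, DMSO-to-PEA scaled | Technique: Kinetic Fluo-8 calcium fluorescence | Benchmarks: Low control DMSO, high control PEA (EC100)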
CHO parental Ca: counter-screen: ATP calcium response change in parental CHO cells. actives 0.63% (n = 330,000). inhibition, % at 5.6 µM. AID 463079. parental CHO-K1, ATP-induced calcium, Fluo-8 fluorescence;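 active means inhibition above that plate's mean sample inhibition plus 3 SD, cut at about 26% in these data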;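 further: 0% = ATP-challenged DMSO wells and 100% = DMSO wells without ATP; some compounds past the cut are filed as inactive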
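Test system: parental CHO cells; detection: calcium-sensitive Fluo-8 fluorescence; evaluation: percent inhibition of calcium signal; also added: ATP as calcium-mobilizing challenge; repeats: one well per compound; control set: ATP-challenged DMSO wells low, unchallenged DMSO wells high; compound: single nominal dose of 5.6 µM per compound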
CHRM1 agonist: agonists of human M1 muscarinic receptor; P11229; CHO-K1 hM1, Fluo-8 calcium fluorescence, agonist mode; 0% DMSO, 100% acetylcholine EC100; activation, % at 3 µM; actives 0.33% (n = 360,000);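 active means activation above the run's mean compound activation plus 3 SD, cut at about 16% in these data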;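 further: peak over basal fluorescence ratio within a 140 s kinetic read after compound addition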
TAAR1 antag: antagonists of human TAAR1; Q96RJ0; CHO RD-HGA16 TAAR1, Fluo-8 calcium fluorescence, antagonist; inhibition, % at 3 µM; actives 1.5% (n = 360,000);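 active means inhibition above a per-plate cutoff, the mean inhibition of test compounds on that plate plus 3 SD, cut at about 49% in these data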;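 further: 0% = DMSO plus EC80 beta-PEA response and 100% = DMSO alone without agonist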
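Assay system: RD-HGA16 CHO cells with stable hTAAR1 and Gα16 / Reagent: EC80 β-phenethylamine stimulus / Doses: 3 µM, single point / Timing: dye loading 75 min at 37 °C, then 30 min room temperature / Measured by: Fluo-8 intracellular calcium dye fluorescence, real-time kinetic reads / Controls: vehicle wells and EC80 agonist wells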
CHO-K1 Ca PAM: M1 PAM counterscreen hit in parental CHO-K1 cells | activation, % at 3 µM | actives 0.02% (n = 360,000) | ATP EC20, Fluo-8 calcium fluorescence; 0% at ATP EC20, 100% at ATP max;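 active means activation above the run cutoff, the mean activation of all test compounds plus 3 SD, cut at about 40% in these data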;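 further: peak over basal fluorescence ratio in a 140 s read after ATP addition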
CHO-K1 Ca ag: nonselective activator or artifact in parental CHO-K1 cells; Fluo-8 calcium fluorescence; scaled to maximal ATP response, vehicle zero; activation, % at 3 µM; actives 0.48% (n = 360,000); in the data active means activation above about 15%;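 further: untransfected CHO-K1 host cells lacking M1 receptor as counterscreen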
CHRM1 antagonist: antagonists of human M1 muscarinic receptor. CHO-K1 hM1, Fluo-8 calcium fluorescence, ACh EC80 antagonist. inhibition, % at 3 µM. actives 1.3% (n = 360,000). AID 588852;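 active means percent inhibition above its own plate's cutoff, namely the mean of that plate's compound wells plus 3 SD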;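 further: peak over basal fluorescence ratio during 140 s after agonist addition; 0% = ACh EC80 plus DMSO and 100% = DMSO alone without agonist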
CHO-K1 Ca antag: nonselective inhibitor or artifact in parental CHO-K1 cells | inhibition, % at 3 µM | AID 602250 | actives 0.6% (n = 360,000) | ATP-induced calcium, Fluo-8 fluorescence;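 active means inhibition above a per-plate cutoff, the plate's mean sample inhibition plus 3 SD, cut at about 24% in these data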;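 further: 0% = DMSO plus EC80 ATP and 100% = DMSO alone without ATP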
The depositor's hits bear a star; / = no result given. No enrichment for hits; about 4.4% have a hit in one of these screens.

SMILES	M1 PAM	TAAR1 agonist	CHO parental Ca	CHRM1 agonist	TAAR1 antag	CHO-K1 Ca PAM	CHO-K1 Ca ag	CHRM1 antagonist	CHO-K1 Ca antag
Cc1nn(C(C)C(=O)NCCN2CCCC2)c(=O)c2c1sc1ccccc12 (stereo not given)	-9	-1	-22	-5	-2	16	-0.1	8	-10
COc1ccc(-c2nn(CCC#N)cc2C(=O)Nc2cccc(C(=O)O)c2)cc1OC	16	6	/	-1	-21	-9	0.0	-21	2
CC(C)(C)c1ccc(S(=O)(=O)NC(=O)C2(C)CCN2C(=O)CC2CCCCC2)cc1 (stereo not given)	14	6	/	3	-31	-10	-0.4	-12	0
Cc1cccc(NC(=O)c2ncn3c2C(=O)N[C@H](C)C3)c1	10	2	/	2	-18	12	1.9	-2	8
Cc1nc2ccc(C(=O)Nc3ccc4c(c3)OCC(=O)N4)cn2c1N(C)C(=O)CCc1ccccc1	1	4	/	-2	12	-22	1.0	-8	1
COC(=O)c1ccccc1NC(=O)[C@@H]1CCC(=O)N1C1OC(=O)c2c1ccc(OC)c2OC (stereo not given in full)	-1	1	-4	-6	-22	-15	-0.1	5	8
COc1ccccc1N(CC(=O)Nc1c(C)n(C)n(-c2ccccc2)c1=O)S(=O)(=O)c1ccccc1	15	0	/	-2	8	-9	0.8	-21	-8
Cc1cc(C)nc(/N=C(\N)Nc2ccc(C(C)C)cc2)n1	-14	24	-3	3	10	-4	16*	14	4
CC(=O)c1ccc(N2CCN(S(=O)(=O)c3ccccc3)CC2)c(F)c1	6	11	0	-4	21	10	0.6	1	-5
O=C(/C=C/c1ccc(Br)o1)NCCCN1CCOCC1	10	1	-10	-1	1	13	0.8	-12	-11
Cc1ccc(C(C(=O)NC2CCCC2)N(C(=O)Cc2cccs2)c2ccc(C)c(C)c2)o1 (stereo not given)	-13	3	40*	0	22	15	3.2	3	-14
O=C(c1cccs1)N1CCN(c2ncc(C(F)(F)F)cc2Cl)CC1	3	0	-12	-4	-1	25	2.6	-4	-10

In another format: ten of the compounds above.
Order of values: M1 PAM, TAAR1 agonist, CHO parental Ca, CHRM1 agonist, TAAR1 antag, CHO-K1 Ca PAM, CHO-K1 Ca ag, CHRM1 antagonist, CHO-K1 Ca antag
> CC(C)(C)c1ccc(S(=O)(=O)NC(=O)C2(C)CCN2C(=O)CC2CCCCC2)cc1 (stereo not given)
→ 14, 6, /, 3, -31, -10, -0.4, -12, 0
> Cc1cccc(NC(=O)c2ncn3c2C(=O)N[C@H](C)C3)c1
→ 10, 2, /, 2, -18, 12, 1.9, -2, 8
> Cc1nc2ccc(C(=O)Nc3ccc4c(c3)OCC(=O)N4)cn2c1N(C)C(=O)CCc1ccccc1
→ 1, 4, /, -2, 12, -22, 1.0, -8, 1
> COC(=O)c1ccccc1NC(=O)[C@@H]1CCC(=O)N1C1OC(=O)c2c1ccc(OC)c2OC (stereo not given in full)
→ -1, 1, -4, -6, -22, -15, -0.1, 5, 8
> COc1ccccc1N(CC(=O)Nc1c(C)n(C)n(-c2ccccc2)c1=O)S(=O)(=O)c1ccccc1
→ 15, 0, /, -2, 8, -9, 0.8, -21, -8
> Cc1cc(C)nc(/N=C(\N)Nc2ccc(C(C)C)cc2)n1
→ -14, 24, -3, 3, 10, -4, 16*, 14, 4
> CC(=O)c1ccc(N2CCN(S(=O)(=O)c3ccccc3)CC2)c(F)c1
→ 6, 11, 0, -4, 21, 10, 0.6, 1, -5
> O=C(/C=C/c1ccc(Br)o1)NCCCN1CCOCC1
→ 10, 1, -10, -1, 1, 13, 0.8, -12, -11
> Cc1ccc(C(C(=O)NC2CCCC2)N(C(=O)Cc2cccs2)c2ccc(C)c(C)c2)o1 (stereo not given)
→ -13, 3, 40*, 0, 22, 15, 3.2, 3, -14
> O=C(c1cccs1)N1CCN(c2ncc(C(F)(F)F)cc2Cl)CC1
→ 3, 0, -12, -4, -1, 25, 2.6, -4, -10

Going on with the list.
SMILES	M1 PAM	TAAR1 agonist	CHO parental Ca	CHRM1 agonist	TAAR1 antag	CHO-K1 Ca PAM	CHO-K1 Ca ag	CHRM1 antagonist	CHO-K1 Ca antag
COCCOC(=O)C1=C(C)NC2=C(C(=O)CCC2)C1c1ccc(N(C)C)cc1 (stereo not given)	-1	4	-8	-10	-10	27	1.0	-3	-29
CC(C)(CO)NCC#Cc1ccccc1	5	1	3	-5	12	-10	-0.4	-7	-6
O=C(CN1CCN(c2ccccc2)CC1)Nc1ccccc1Cl	-1	13	-11	-5	5	7	1.3	-3	0
O=C(NCc1ccncc1)c1cc(C(=O)C2CCCCC2)c[nH]1	12	0	1	-3	2	2	1.3	-14	-10
CN(C(=O)CSc1nnc(C(F)(F)F)n1N)C1CCS(=O)(=O)C1 (stereo not given)	-9	3	-5	0	-23	1	0.8	3	-12
CC(C)(C)n1nnnc1C1c2ccccc2C(=O)N1CCc1c[nH]c2ccccc12 (stereo not given)	/	4	/	/	-6	9	4.2	/	-23
Cc1ccc(NS(=O)(=O)c2cc(C(=O)NCc3ccccn3)ccc2Cl)cc1C	-7	19	-22	-6	-1	12	2.8	9	-6
Cc1ccc(Nc2nnc(SCC(=O)Nc3cc(C(=O)O)ccc3C)s2)c(C)c1	6	1	8	-2	-15	23	0.8	-11	-13
COC(=O)c1ccc2[nH]c(C)cc(=O)c2c1	-23	1	-20	-6	0	9	0.7	69*	-4
O=C(C1CCCCC1)N1CCCc2ccccc21	4	6	-17	-5	-10	19	0.2	-8	-7
Cc1cccc(-c2nc(C#N)c(NCc3ccco3)o2)c1	5	1	-14	-1	-1	-13	-0.1	4	1
CCCn1c(SCC(=O)NNC(=O)c2ccccc2)nnc1-c1cccnc1	6	1	-2	-2	-13	4	0.0	-14	-3
COc1ccc([C@@H]2CC=C(C(=O)O)[C@H](c3ccc(F)cc3)N2S(=O)(=O)c2ccc(Cl)cc2)cc1	6	5	-12	-7	6	1	0.1	-8	-16
Cc1[nH]nc(Sc2ccccn2)c1[N+](=O)[O-]	-9	0	0	-1	3	8	3.0	12	-10
CC1(C)CC(=O)c2ccc(O)cc2O1	0	3	-6	-6	3	10	0.4	0	0
CN(CC(=O)NC1CCCCCC1)S(=O)(=O)c1ccc(F)cc1	2	1	-15	-2	-3	15	1.6	-2	-10
O=C(c1ccc([N+](=O)[O-])s1)N1CCc2ccccc21	4	-3	-1	-3	-10	-10	0.2	-1	-9
O=S(=O)(Nc1cccc(-c2ccc3nncn3n2)c1)c1ccccc1F	6	2	-14	-5	-9	-1	0.7	-8	5
Cc1ccc(OCC(=O)Nc2ccc(N3CCN(C(=O)c4ccc(C)cc4)CC3)cc2)cc1	6	3	-3	-2	9	14	1.8	-6	-7
CCOc1ccc(CCNC(=O)COC(=O)c2sccc2C)cc1OCC	13	-3	-32	-7	-39	17	0.0	-17	-18
Nc1nc2c(s1)CC(c1ccccc1)CC2 (stereo not given)	-4	10	-21	-6	1	3	0.4	-13	1
CN(C)S(=O)(=O)c1ccc(N2CCCC2)c(C(=O)N2CCN(S(=O)(=O)c3cccc(F)c3)CC2)c1	0	3	-19	-6	16	-8	0.4	1	-2
Cc1c(CNC(=O)c2c([N+](=O)[O-])cnn2C)cnn1C	-3	2	7	-13	20	-15	-0.4	8	11
CCCS(=O)(=O)N1CCCC(c2nc(-c3ccc(OC)cc3)no2)C1 (stereo not given)	0	9	-6	-1	5	-7	1.4	-21	-8
Cn1c(=O)n(C)c2cc(/C=C3/SC(=O)N(CC(=O)N4CCOCC4)C3=O)ccc21	8	0	-4	-7	-2	19	0.4	-8	-9
CC1CCN(C(=O)COc2ccc(S(=O)(=O)N3CCCC3)cc2)CC1	4	1	-17	-4	10	17	1.3	1	-22
C[C@H]1CN=C(N(C)C)N1CC1CCCC1	-4	4	-2	12	16	10	0.9	4	-10
CCCCOCCCNC(=O)C[C@@H]1C[C@@]2(C(=O)OCC)CCCC=C2N(Cc2ccc3c(c2)OCO3)C1=O	/	-1	/	/	-16	-5	-0.7	/	5
CN1OC[C@@H]2CN(C(=O)Cc3ccccc3)[C@H](c3ccccc3Br)C[C@@H]21	15	2	/	1	-18	-7	0.7	-22	10
CC1CCCCN1C(=O)CSc1nc2ccccc2[nH]1 (stereo not given)	-4	11	-16	-4	17	-18	-0.4	9	21
Cc1nnc(SCC(=O)NC2CCCCCC2)n1C	6	0	0	-3	-1	12	1.6	-8	-7
Cc1ccc(-c2nnn(CC(=O)Nc3ccc4nn(-c5ccccc5)nc4c3)n2)o1	-10	11	2	-1	2	-3	0.5	24	-1
COc1cc(S(=O)(=O)NCc2ccncc2)c(OC)cc1Br	-1	3	-12	0	-17	-21	4.8	0	3
Cn1c(=O)c(=O)n(C)c2cc(S(=O)(=O)N3CCN(c4ccc(F)cc4)CC3)ccc21	8	0	-3	-7	-13	18	0.6	-5	-6
Cc1onc(-c2c(F)cccc2Cl)c1C(=O)OCN1C(=O)c2ccccc2C1=O	-4	3	-18	-4	12	8	0.0	6	0
COc1ccc(/C=C/C(=O)OCC(=O)N2CCN(S(=O)(=O)c3ccc(C)cc3C)CC2)cc1OC	-5	12	/	-2	32	-10	0.0	14	0
C=CCn1c(SCC(=O)Nc2ccc(N3CCOCC3)cc2)nc2ccccc2c1=O	2	1	-20	-3	-4	-17	0.0	-4	9
COc1ccccc1N1CCN(C2CC(=O)N(c3cccc(Br)c3)C2=O)CC1 (stereo not given)	7	1	/	-4	6	19	2.5	-19	-5
Cc1cc(C)c(C)c(S(=O)(=O)N2CCNC(=O)C2)c1C	13	2	/	1	-23	10	0.6	-14	-2
N#CC1(NC(=O)COc2ccc3ccc(=O)oc3c2)CCCCC1	-7	2	-5	-1	-19	-18	0.1	21	15
Cc1c(CN2CCC(n3nccc3NC(=O)CCc3ccccc3)CC2)cnn1C	12	4	-1	-5	-23	-9	-0.1	-10	-4
Cc1cc(-c2nnc(CCC(=O)NCCc3ccccc3F)o2)no1	9	11	-13	1	-8	15	0.9	-5	-9
CCOC(=O)N1CCN(C(=O)c2oc3ccc(S(=O)(=O)N4CC(C)CC(C)C4)cc3c2C)CC1 (stereo not given)	0	10	-24	-5	0	-2	-0.6	-10	3
[O-]C1=N/[N+](=C/c2ccc(Cl)c(Cl)c2)CC1	7	4	10	-2	6	12	-0.1	-11	-1
